# Source: PubChem (Broad Institute)
# S100A4 inh HTS – inhibitors of S100A4-myosin IIA peptide binding, primary screen, biochemical, fluorescence polarization, TAMRA-MyoIIA peptide | inhibition, % at 10.7 µM | actives 0.14% (n = 360,000) | Protein S100-A4 (Homo sapiens), P26447;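 active means mean inhibition of at least 70% across replicates, with every replicate also reaching that level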
# Target sequence (P26447 whole entry, looked up): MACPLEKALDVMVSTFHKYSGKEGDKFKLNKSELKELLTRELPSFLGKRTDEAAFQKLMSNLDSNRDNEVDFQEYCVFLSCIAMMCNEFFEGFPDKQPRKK
#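 Test system – S100A4 monomer (human) · Compound – single-point compound testing · Schedule – 5 min incubation before reading · Probe or stimulus – TAMRA-labelled myosin IIA heavy-chain peptide probe, 5 nM · Benchmarks – neutral control DMSO, positive control TFP · Medium – Calcium-containing HEPES buffer, pH 7.2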
# ERp5 inh – inhibitors of ERp5-driven insulin aggregation, primary screen, biochemical, turbidity, absorbance 650 nm, single point | Protein disulfide-isomerase A6 (Homo sapiens), Q15084 | actives 0.05% (n = 350,000) | AID 651711, 2012 | 90 min | inhibition, % at 9.99 µM;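 active means mean replicate inhibition above about 25%, with every replicate also reaching it, limit read from the data, passing the limit was not always enough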
# Target sequence (Q15084 whole entry, looked up): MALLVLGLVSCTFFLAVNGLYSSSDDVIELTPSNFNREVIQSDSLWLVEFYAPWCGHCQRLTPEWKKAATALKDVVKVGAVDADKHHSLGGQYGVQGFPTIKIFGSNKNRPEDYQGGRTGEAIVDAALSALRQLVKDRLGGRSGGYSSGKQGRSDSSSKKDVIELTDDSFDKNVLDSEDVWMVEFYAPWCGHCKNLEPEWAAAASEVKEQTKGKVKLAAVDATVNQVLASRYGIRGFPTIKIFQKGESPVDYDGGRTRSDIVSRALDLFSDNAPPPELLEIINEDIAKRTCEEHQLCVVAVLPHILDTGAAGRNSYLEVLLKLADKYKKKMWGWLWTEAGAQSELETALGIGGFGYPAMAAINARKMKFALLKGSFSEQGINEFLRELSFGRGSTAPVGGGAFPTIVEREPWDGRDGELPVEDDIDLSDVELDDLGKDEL
# RAD52 anneal inh – RAD52 DNA annealing inhibitors, primary screen, biochemical, FRET, single point, set 2; actives 0.46% (n = 360,000); recombinant RAD52 DNA annealing, FRET fluorescence; AID 651710, 2012; DNA repair protein RAD52 homolog (Homo sapiens), P43351; inhibition, % at 18.7 µM;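 active means every replicate showing at least 50% inhibition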
# E-selectin induc – E-selectin induction in HUVECs, primary screen, imaging, HUVEC, immunofluorescence imaging, single point. activation, % at 7.58 µM. P16581. normalized: neutral wells 0, TNF-alpha wells 100. actives 0.37% (n = 260,000). AID 686992, 2013;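 active means mean E-selectin-positive cell signal at least 10% of the positive control, reached in at least 60% of replicates, without over 20% cell loss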;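 further: in these data hits start at about 27%; measured in HUVEC primary endothelial cells; signal is the percent of cells scored E-selectin positive by PE staining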
#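 Test system: HUVEC | Signal: Immunofluorescence imaging | Read-out: Percent E-selectin-positive cells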
# ERAP1 HTS inh – human ERAP1 aminopeptidase inhibitors, primary screen, biochemical, single point, plate reader; inhibition, % at 10.7 µM; Endoplasmic reticulum aminopeptidase 1 (Homo sapiens), Q9NZ08; actives 0.15% (n = 340,000); recombinant ERAP1, Leu-AMC fluorescence, 60 min;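 active means mean replicate inhibition of at least 30%, or all replicates individually reaching that 30% level; inactive means mean below 30% and not every replicate reaching it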;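 further: 0% = neutral control wells and 100% = L-leucinethiol positive control wells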
# esBAF inh – Bmi1 luciferase reporter increase in mESCs, primary screen, esBAF inhibitor project, mouse ES cells, Bmi1 luciferase knock-in, single point | actives 2% (n = 350,000) | 24 h; 100% = twice the neutral-well signal | AID 602393, 2012 | reporter increase, % at 12.5 µM; in the data active means activation above about 40%;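 further: 0% = median of the plate's neutral control wells and 100% = double that signal; a rise in the Bmi1 reporter signal indicates esBAF inhibition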
# RAD54 inh – inhibitors of human RAD54 branch migration, primary screen, biochemical, fluorescence, single point; DNA repair and recombination protein RAD54-like (Homo sapiens), Q92698; RAD54 Holliday junction branch migration, FAM/BHQ fluorescence; inhibition, % at 10.4 µM; actives 0.14% (n = 360,000); AID 602329, 2012;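 active means mean normalized replicate activity at least 40 and at least half of replicates scoring 40 or more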;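 further: 0% = median of neutral control wells and 100% = median of positive control wells; inhibitors cause a drop in the FAM fluorescence signal; in these data hits start at about 50%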
# Xi reactivation – activators of inactive X chromosome reactivation, primary screen, imaging, XiGFP fibroblasts, GFP high-content imaging, set 2; XiGFP mouse fibroblasts, % GFP-positive cells imaging, 3 d; cells co-treated with 5-aza-dC sensitizer; scaled so ellipticine positive control = 100%; actives 0.055% (n = 360,000); AID 743238, 2013; activation, % at 7.58 µM;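 active means mean normalized replicate activation at least 10% and every replicate at or above 10%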;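 further: 0% = median of on-plate neutral control wells and 100% = ellipticine 6 µM median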
#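 Material: XiGFP fibroblasts, SV40-immortalized. Buffer or medium: DMEM plus 5-aza-dC sensitizer. Compound: single concentration per compound, delivered by pin transfer. Times: 3 days compound exposure. Controls: ellipticine 6 µM.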
# Numbers without * were called inactive; . = not tested or not shown. Outcome played no part in choosing rows; any-hit rate near 2.5%.
SMILES,S100A4 inh HTS,ERp5 inh,RAD52 anneal inh,E-selectin induc,ERAP1 HTS inh,esBAF inh,RAD54 inh,Xi reactivation
CC(=O)C(Cc1ccccc1)NC(=O)COC(=O)c1ccc(-n2cnnn2)cc1 (centres undefined),-3,-2,-39,-0.1,-2,10,8,0.0
CCCC(=O)N1CC2(C1)CN(C(=O)c1ccc(F)cc1)[C@@H](CO)c1[nH]c3cc(OC)ccc3c12,.,-3,1,0.1,.,.,.,0.0
Cc1ccn2c(NC3CCCCC3)c(-c3ccc(SC4CCCCC4)cc3)nc2c1,-32,1,-99,0.2,1,.,.,0.4
C[C@@H]1CN([C@@H](C)CO)C(=O)Cc2cc(NC(=O)c3ccncc3)ccc2O[C@H]1CN(C)C(=O)Nc1ccccc1,1,-2,4,2.9,-2,-2,16,0.4
Cc1nn(Cc2noc(C(=O)NCc3ccccn3)n2)c(C)c1Br,0,-2,-5,.,-1,-2,-1,0.1
COc1ccc(C(OC(=O)c2ccco2)C(=O)NC2CCCC2)cc1OC (centres undefined),-13,6,-6,.,-2,6,-3,0.1
CC(C)CC(NC(=O)c1ccc(C#CC(C)(C)O)s1)C(=O)O (centres undefined),1,-2,-2,.,2,.,.,0.0
CC12CCC(=O)N1C(C(=O)NCCc1ccc(S(N)(=O)=O)cc1)CS2 (centres undefined),3,-6,-3,0.1,-5,0,8,-0.1
COc1ccc(NC(=S)NC(NC(C)=O)C(Cl)(Cl)Cl)c([N+](=O)[O-])c1 (centres undefined),-1,1,-10,.,-4,.,.,0.0
COC(=O)c1c(-c2ccc(C)cc2)csc1N,-35,3,-1,0.7,0,1,6,0.1
Cc1cc(SCC(=O)N/N=C/c2ccccc2C(=O)O)c(C)cc1Br,2,1,-15,.,-3,-8,11,0.0
COc1ccc(CN2CC(=O)N(c3ccc(Cl)cc3)C2=S)cc1OC,2,0,-7,-0.1,0,4,-3,0.0
O=C(NNC(=O)c1ccc([N+](=O)[O-])cc1)c1ccc(F)cc1,-6,2,-4,.,0,.,.,0.1
CCN1CCN(C(CNS(=O)(=O)c2ccc(Br)cc2)c2cccnc2)CC1 (centres undefined),-2,0,8,0.0,1,2,-6,0.0
Cc1ccc(N(C)S(=O)(=O)c2cccc(C(=O)N(C)Cc3cnn(-c4ccccc4)c3)c2)cc1,1,6,-7,-0.6,-1,7,-2,-0.2
CC(C)NC(=O)Nc1ccc2c(c1)C(=O)N([C@@H](C)CO)C[C@H](C)[C@H](CN(C)C(=O)c1ccccc1)OCCCC[C@@H](C)O2,-1,-5,8,0.0,-2,1,-4,-0.1
CCOC(=O)c1ccccc1NC(=O)COC(=O)CCC(=O)N1CCOCC1,6,-4,-5,0.4,-5,1,-1,0.1
CCOC(=O)N[C@@H](Cc1cccnc1)C(=O)N1CCC[C@H]1C(=O)NCCc1ccccc1Cl,9,-4,-2,-0.3,2,.,.,0.3
CN1C(=O)c2cc(NC(=O)c3cccc(F)c3)ccc2OC[C@@H]2O[C@@H](CC(=O)NCc3ccccc3Cl)CC[C@H]21,4,1,-6,-0.1,-4,-3,7,0.0
C[C@@H]1CN([C@@H](C)CO)C(=O)CCCn2cc(nn2)CO[C@@H]1CN(C)S(=O)(=O)c1ccc(-c2ccccc2)cc1,-16,-3,-6,-0.2,0,5,3,0.0
CC(C)NC(=O)N1C[C@H]2[C@@H](c3ccccc31)[C@@H](CO)N2C(=O)Nc1ccc(F)cc1,-5,1,-3,0.1,-1,-4,-3,0.0
CCOc1ccc(NC(=O)C2CCCN2C(=O)NC2CCCCC2)cc1 (centres undefined),-1,4,-5,.,2,-7,-18,0.0
Cn1cc([N+](=O)[O-])c(C(=O)Nc2cc(Oc3ccccc3)cc([N+](=O)[O-])c2)n1,-1,1,-9,.,-2,.,.,0.0
Cc1ccccc1-n1c(-c2ccoc2C)n[nH]c1=S,0,0,-7,-1.6,-1,.,.,0.1
CCCNC(=O)CS(=O)Cc1nc(-c2cccc(OC)c2)oc1C (centres undefined),-1,1,1,-2.4,5,-5,-2,-0.1
COc1ccc(CCN(C)c2ccc(C(N)=O)cc2[N+](=O)[O-])cc1OC,0,15,-14,.,5,-3,13,0.1
CC(C)NC(=O)Nc1ccc2c(c1)C(=O)N([C@H](C)CO)C[C@@H](C)[C@@H](CN(C)CC1CCCCC1)O2,1,-1,3,0.3,-2,-3,1,0.3
Fc1ccc(-c2nn(-c3ccccc3)cc2CNCc2ccccc2)cc1,-10,4,-10,-2.0,-3,.,4,0.0
Cc1cccc(NC(=O)c2nnn(-c3cccc(C(F)(F)F)c3)c2N)c1,-8,-4,0,.,-1,.,.,-0.1
CNS(=O)(=O)c1cccc2nsnc12,3,3,-8,.,3,.,.,0.0
O=C(NNC(=O)c1ccccc1Cl)c1ccc2c(c1)OCCO2,3,.,-20,1.2,1,29,-3,0.1

# 15 neighbouring entries from above, for reference:
SMILES,S100A4 inh HTS,ERp5 inh,RAD52 anneal inh,E-selectin induc,ERAP1 HTS inh,esBAF inh,RAD54 inh,Xi reactivation
CCOC(=O)c1ccccc1NC(=O)COC(=O)CCC(=O)N1CCOCC1,6,-4,-5,0.4,-5,1,-1,0.1
CCOC(=O)N[C@@H](Cc1cccnc1)C(=O)N1CCC[C@H]1C(=O)NCCc1ccccc1Cl,9,-4,-2,-0.3,2,.,.,0.3
CN1C(=O)c2cc(NC(=O)c3cccc(F)c3)ccc2OC[C@@H]2O[C@@H](CC(=O)NCc3ccccc3Cl)CC[C@H]21,4,1,-6,-0.1,-4,-3,7,0.0
C[C@@H]1CN([C@@H](C)CO)C(=O)CCCn2cc(nn2)CO[C@@H]1CN(C)S(=O)(=O)c1ccc(-c2ccccc2)cc1,-16,-3,-6,-0.2,0,5,3,0.0
CC(C)NC(=O)N1C[C@H]2[C@@H](c3ccccc31)[C@@H](CO)N2C(=O)Nc1ccc(F)cc1,-5,1,-3,0.1,-1,-4,-3,0.0
CCOc1ccc(NC(=O)C2CCCN2C(=O)NC2CCCCC2)cc1 (centres undefined),-1,4,-5,.,2,-7,-18,0.0
Cn1cc([N+](=O)[O-])c(C(=O)Nc2cc(Oc3ccccc3)cc([N+](=O)[O-])c2)n1,-1,1,-9,.,-2,.,.,0.0
Cc1ccccc1-n1c(-c2ccoc2C)n[nH]c1=S,0,0,-7,-1.6,-1,.,.,0.1
CCCNC(=O)CS(=O)Cc1nc(-c2cccc(OC)c2)oc1C (centres undefined),-1,1,1,-2.4,5,-5,-2,-0.1
COc1ccc(CCN(C)c2ccc(C(N)=O)cc2[N+](=O)[O-])cc1OC,0,15,-14,.,5,-3,13,0.1
CC(C)NC(=O)Nc1ccc2c(c1)C(=O)N([C@H](C)CO)C[C@@H](C)[C@@H](CN(C)CC1CCCCC1)O2,1,-1,3,0.3,-2,-3,1,0.3
Fc1ccc(-c2nn(-c3ccccc3)cc2CNCc2ccccc2)cc1,-10,4,-10,-2.0,-3,.,4,0.0
Cc1cccc(NC(=O)c2nnn(-c3cccc(C(F)(F)F)c3)c2N)c1,-8,-4,0,.,-1,.,.,-0.1
CNS(=O)(=O)c1cccc2nsnc12,3,3,-8,.,3,.,.,0.0
O=C(NNC(=O)c1ccccc1Cl)c1ccc2c(c1)OCCO2,3,.,-20,1.2,1,29,-3,0.1
